# Screening results deposited in PubChem by Broad Institute.
# LGR2 antag: Drosophila LGR2 receptor signaling inhibition. actives 0.35% (n = 380,000). HEK293 LGR2, CRE-luciferase, bursicon-stimulated, 4 h. AID 720647. inhibition, % at 9.99 µM;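 active means drop in luminescence signal, shown as inhibition above about 50% in the replicate tests, limit read from the data, passing the limit was not always enough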;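 further: agonist challenge used bursicon conditioned medium at about half maximal strength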
# CASP6 VEID inh: inhibitors of human caspase-6; P55212; purified caspase-6, Z-VEID-R110 cleavage fluorescence; inhibition, % at 12.5 µM; actives 0.53% (n = 350,000); AID 686996;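 active means mean inhibition across replicates at least about 35%, with every replicate also reaching that limit, limit read from the data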;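 further: 0% = median of neutral control wells and 100% = no fluorescence left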
# Target sequence (P55212 24-179 limits assumed): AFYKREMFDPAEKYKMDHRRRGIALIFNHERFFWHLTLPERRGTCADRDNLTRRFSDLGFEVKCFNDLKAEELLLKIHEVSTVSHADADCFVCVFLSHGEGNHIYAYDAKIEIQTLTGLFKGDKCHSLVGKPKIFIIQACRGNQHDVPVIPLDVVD
# Target sequence (P55212 194-293 limits assumed): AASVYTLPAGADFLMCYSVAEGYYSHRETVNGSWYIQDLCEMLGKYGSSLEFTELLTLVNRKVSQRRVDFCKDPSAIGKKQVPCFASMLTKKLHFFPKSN
# PGC1a acetyl inh: PGC1a acetylation modulation, inhibitor mode | U2OS PGC1a acetylation, AlphaScreen anti-acetyl-lysine; with virally co-expressed GCN5 acetyltransferase | inhibition, % at 15.6 µM | actives 0.17% (n = 350,000) | AID 651687;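 active means every replicate shows inhibition of at least 40%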;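 further: 0% = neutral control wells and 100% = positive control wells; some results beyond the cut were filed as inactive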
# FN deposition inh: fibronectin deposition inhibition; AH1F fibroblasts, Alexa488-fibronectin deposition fluorescence, overnight; inhibition, % at 12.6 µM; actives 0.086% (n = 350,000); AID 743247;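 active means mean inhibition across replicates of 30% or more, regardless of how many single replicates reach that level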;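 further: positive control wells lacked labelled fibronectin entirely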
#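 Material: AH1F fibroblasts assembling fluorescent fibronectin matrix; amount: 10000 AH1F cells/well; medium: DMEM, 2% serum; reagent: Alexa488-fibronectin, 24 nM final in well; dosing: single compound dose, delivered by pin transfer; incubation: 1 h adhesion, overnight exposure; detection: fluorescence after three HBSS washes, excitation 485 nm, emission 525 nm; measure: fibronectin deposition inhibition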
# Cneo AK release: causes C. neoformans cell lysis. AID 651654. lysis activity, % at 15 µM. adenylate kinase release luminescence, 4 h; normalised: neutral wells 0, clomiphene wells 100. actives 0.2% (n = 360,000);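 active means mean lysis activity across replicates of at least 80%, whatever share of replicates individually reach that level; inactive means mean lysis activity below 80%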
#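 Material: C. neoformans cells; Schedule: 4 h static compound exposure, 37 °C, read 1 h post-reagent; Measured by: adenylate kinase release luminescence; Read-out: signal increase indicating cell lysis; Controls: Clomiphene as positive lysis control.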
# EWS-Fli inh: blocks EWS/Fli oncoprotein-driven transcription. A673 NR0B1-luciferase reporter, viability-normalised. inhibition, % at 12.6 µM. actives 0.67% (n = 350,000). AID 651661;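 active means mean inhibition of at least 50% after viability correction, with every replicate also passing that limit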;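 further: firefly luciferase signal divided by Alamar Blue viability fluorescence both relative to DMSO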
# miR-122 sensor: miR-122 inhibition in Huh7 cells | activation (reporter increase), % at 12.5 µM | actives 0.3% (n = 340,000) | Huh7 miR-122 Renilla luciferase sensor, 48 h; neutral wells = 0, positive control = 100;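 active means mean replicate activation score at least 90 and every replicate individually at or above 90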;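 further: higher luciferase means less miR-122 activity so hits act as miR-122 inhibitors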
# PAX8 reporter: lowers PAX8-driven luciferase in RMG-I cells; RMG-I TPO-luciferase reporter, SteadyGlo, 24 h; inhibition, % at 12.6 µM; actives 1.2% (n = 360,000);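 active means mean replicate inhibition at least 60% with every replicate also reaching 60%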;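 further: luciferase light reporting Pax8 driven TPO promoter activity; plate controls were median of neutral control wells for no effect and mitoxantrone controls for full effect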
# * hit, by the source's call; / = no result given; [ ] = remark or other dose.
SMILES,LGR2 antag,CASP6 VEID inh,PGC1a acetyl inh,FN deposition inh,Cneo AK release,EWS-Fli inh,miR-122 sensor,PAX8 reporter
CN1CCc2c(sc3c2C(=O)NC(c2cn(Cc4ccccc4)c4ccccc24)N3)C1 (configuration not stated),/,/,13,2,2,/,3,13
CCN(CC)c1ccc(C=Nc2ccc(C#N)cc2)c(O)c1,12,/,-4,/,-4,/,-3,/
C[C@@H]1CN([C@@H](C)CO)C(=O)Cc2cc(NC(=O)Cn3cnnn3)ccc2O[C@H]1CN(C)Cc1ccncc1,-14,-1,5,/,1,-7,11[16.7 µM],-9
O=C1CCCc2nc(N3CCN(Cc4ccccc4)CC3)ncc21,/,/,-24,-4,5,/,1,/
O=C(O)CCC(=O)N1CCc2cc(S(=O)(=O)NCc3ccc(Cl)cc3)ccc21,0,0,5,2,0,/,14,-2
Cc1cc2cc3c(cc2nc1SCC(=O)N1CCCC1)OCCO3,4,7,0,11,2,-1,/,-7
COc1ccc(-c2csc(NC(=O)CSc3nnnn3C)n2)cc1OC,19,1,/,3,/,-16,/,-9
C[C@H](NC(=O)C[C@@H]1CC[C@H](NC(=O)C2CCOCC2)[C@@H](CO)O1)c1ccccc1,12,-9,6,8,0,4,/,-3
C[C@H]1CCCCO[C@H](CN(C)C)[C@@H](C)CN([C@@H](C)CO)C(=O)c2cc(NC(=O)C3CCCCC3)ccc2O1,18,/,11,/,/,7,4[16.7 µM],5
COc1ccc2c(C)cc(N3CCN(Cc4ccccc4)CC3)nc2c1,3,/,-8,-8,-1,-1,2,-4
CCN1CCCC1CNC(=O)c1ccc2c(c1)NC(=O)/C(=C\c1ccccc1Cl)S2 (configuration not stated),13,-44,5,2,1,26,-5,7
O=C(Cc1ccccn1)N[C@H]1CC[C@@H](CCNS(=O)(=O)c2cccc(F)c2)O[C@@H]1CO,-15,0,23,-15,52,4,27[16.7 µM],-12
CN(C)S(=O)(=O)c1ccc(Cl)c(NC(=O)COC(=O)c2cc(-c3ccccc3)nc3ccccc23)c1,14,-1,/,0,-1,-1,4,0
COc1cccc(OCCn2ccnc2)c1,-19,-2,-1,-6,1,/,-6,/
Cc1ccc(S(=O)(=O)Nc2ccc3c(c2)C(=O)N([C@@H](C)CO)C[C@@H](C)[C@H](CN(C)C(=O)CCC(F)(F)F)OCCCC[C@H](C)O3)cc1,4,2,-6,-3,8,-10,4[16.7 µM],-7
C[C@@H]1CN([C@@H](C)CO)C(=O)c2cc(NC(=O)c3ccncc3)ccc2O[C@H]1CN(C)C(=O)Nc1ccccc1,0,2,8,/,-6,/,-2[16.7 µM],-32
COc1ccccc1NC(=O)CSc1nnc(NC(=O)C2CCC2)s1,-5,0,1,1,3,5,-3,-3
CCOc1ccc(CCNC(=O)c2sc3nc4n(c(=O)c3c2C)CCC4)cc1,-5,-3,2,-3,-2,0,-2,-3
CC(C)CC#Cc1ccc2c(c1)O[C@@H](CN(C)Cc1cccnc1)[C@H](C)CN([C@H](C)CO)S2(=O)=O,11,1,-13,5,11,29,17[16.7 µM],/
CCC(=O)N(C)C[C@@H]1Oc2ncc(C#CC(C)C)cc2C(=O)N([C@@H](C)CO)C[C@H]1C,-10,/,6,/,/,-5,/,0
C[C@H]1CN([C@@H](C)CO)C(=O)c2cc(C3=CCCCC3)cnc2O[C@@H]1CN(C)Cc1ccncc1,-8,-1,-9,/,17,-17,-3[16.7 µM],/
O=C(NCc1ccccn1)c1ccc(OC2CCN(Cc3ccccc3)CC2)cc1,-4,-5,/,13,-3,/,1,8
COC(=O)c1cc(S(=O)(=O)N2CCN(c3ccccc3F)CC2)c[nH]1,-7,2,/,-2,2,3,-3,-4
CN1c2ccsc2/C(=N/NC(=O)c2c(F)cccc2F)CS1(=O)=O,/,/,11,6,0,/,4,17
O=C(O)CC1(CC(=O)Nc2ccc(Cl)cc2C(=O)c2ccccc2)CCCC1,-3,2,-13,3,-1,8,-3,16

# The final two entries of the part before come first, to join the parts:
SMILES,LGR2 antag,CASP6 VEID inh,PGC1a acetyl inh,FN deposition inh,Cneo AK release,EWS-Fli inh,miR-122 sensor,PAX8 reporter
CN1c2ccsc2/C(=N/NC(=O)c2c(F)cccc2F)CS1(=O)=O,/,/,11,6,0,/,4,17
O=C(O)CC1(CC(=O)Nc2ccc(Cl)cc2C(=O)c2ccccc2)CCCC1,-3,2,-13,3,-1,8,-3,16
COc1cc(/C=C/C(=O)O)cc(S(=O)(=O)NCCCO)c1OC,/,/,6,9,-1,/,0,/
CSc1ccccc1OCc1cc(C(=O)N2CCN(C3CCCC3)C(=O)C2)no1,-23,4,-4,5,1,-71,-6,/
CCC(Cc1ccccc1)NC(=O)CN1C(=O)CSc2ncccc21 (configuration not stated),-13,3,0,0,-2,-5,-6,4
O=C(O)CNC(=O)/C=C/c1c(Cl)cccc1Cl,6,-4,-9,-11,/,-3,8,18
Cc1ccc(C2(c3ccccc3)NC(=O)N(CC(=O)N3CC(=O)Nc4ccccc43)C2=O)cc1C (configuration not stated),6,2,-8,5,-1,11,-3,23
Cc1noc(C)c1COc1ccc(C(=O)OCC(=O)Nc2ccc(S(N)(=O)=O)cc2)cc1,27,-1,-7,8,0,5,2,-26
CN(C)CCCNC(=O)C[C@@H]1CC[C@H]2[C@@H](COC[C@H](O)CN2CC2CCCCC2)O1,-2,-2,/,0,/,-13,/,/
Cc1ccccc1-c1coc2cc(O)ccc2c1=O,/,/,-2,-2,-1,/,2,/
CC(C)CC[n+]1ccn(-c2nc3ccccc3nc2[N-]S(=O)(=O)c2ccc(Cl)cc2)c1,/,1,-5,3,3,4,11,18
COc1ccccc1N1C(=O)C=C(Sc2nc(C)cc(C)n2)C1=O,3,-3,16,-12,1,9,-6,-9
CS(=O)(=O)N1[C@H](C#N)[C@H](c2ccc(C#CC3CC3)cc2)[C@H]1CO,3,-1,4,-7,2,-6,/,5
COc1ccc(NC(=O)Nc2ccc3c(c2)C(=O)N([C@H](C)CO)C[C@@H](C)[C@@H](CN(C)Cc2ccc(Cl)c(Cl)c2)O3)cc1,-7,3,10,4,1,-5,-5[16.7 µM],/
COc1ccc(N2CC(C(=O)NCCCN3CCOCC3)CC2=O)cc1 (configuration not stated),/,/,-5,/,-1,/,-3,9
O=C(Cc1c[nH]c2ccccc12)N1CCN(c2ccccc2)CC1,-5,2,/,-1,/,10,2,11
CC(CNC(=O)CC[C@H]1O[C@@H](n2cnc3c(NC(=O)c4ccccc4)ncnc32)[C@H](O)[C@@H]1O)c1ccccc1 (some centres not stated),1,/,8,15,-2,-1,1,-12
CCSc1nnc(Cc2cc(=O)[nH]c(=O)[nH]2)n1-c1cccc(C)c1,1,-2,5,3,-3,-5,-4,-1
CCN(CC)CCn1c(SCC(=O)NCc2ccco2)nc2c(sc3ccccc32)c1=O,/,/,9,0,1,/,-5,-5
CCNC(=O)C1(C)CCCN(C(=O)COCc2ccccc2)C1 (configuration not stated),2,-2,2,3,0,-10,1,-3
O=c1[nH]c(=O)n(Cc2ccco2)c2c1C(C(F)(F)F)(C(F)(F)F)N=C(CCc1ccccc1)N2,30,/,-5,12,-3,/,-11,/
Cc1cc2c(=O)[nH]c(N)nc2[nH]1,13,0,/,0,3,5,/,0
Cc1csc2ncc(C(=O)NCCc3ccccc3)c(=O)n12,-38,1,-6,3,-1,-37,-6,-86
CO[C@H]1CN(C)C(=O)c2ccc(NC(=O)C3CCCCC3)cc2OC[C@@H](C)N(C(=O)c2ccccc2)C[C@H]1C,5,-3,-11,-5,-2,3,-8[16.7 µM],-10
Clc1ccc(-c2nc3ccc(Cl)cn3c2Cc2ccsc2)cc1,-55,6,-5,-7,-1,-75,4,-174
Cc1ccc(-c2csc(NC(=O)CSc3nc4ccccc4[nH]3)n2)cc1,-11,/,/,-1,/,/,-15,-22
Cc1ccc(-n2nc3c(c2NC(=O)C2CCCC2)CS(=O)(=O)C3)cc1,4,0,-6,11,0,/,-6,-5

# Sorted by heavy-atom count (smallest number first): some entries from above
SMILES,LGR2 antag,CASP6 VEID inh,PGC1a acetyl inh,FN deposition inh,Cneo AK release,EWS-Fli inh,miR-122 sensor,PAX8 reporter
Cc1csc2ncc(C(=O)NCCc3ccccc3)c(=O)n12,-38,1,-6,3,-1,-37,-6,-86
Clc1ccc(-c2nc3ccc(Cl)cn3c2Cc2ccsc2)cc1,-55,6,-5,-7,-1,-75,4,-174
Cc1ccc(-c2csc(NC(=O)CSc3nc4ccccc4[nH]3)n2)cc1,-11,/,/,-1,/,/,-15,-22

# Next part
SMILES,LGR2 antag,CASP6 VEID inh,PGC1a acetyl inh,FN deposition inh,Cneo AK release,EWS-Fli inh,miR-122 sensor,PAX8 reporter
O=C(COC(=O)CNS(=O)(=O)c1ccc(F)c(F)c1F)NCCc1ccccc1,13,2,/,-2,0,20,0,/
COc1ccccc1N(CC(=O)N1CCN(Cc2ccccc2)CC1)S(=O)(=O)c1ccccc1,4,2,2,-9,0,6,0,8
CCCNC(=O)C[C@H]1CC[C@H]2[C@@H](COc3ccc(NC(=O)c4cccc(OC)c4)cc3C(=O)N2C)O1,-1,-2,3,-3,-11,1,-1[16.7 µM],7
COc1cc(-c2nnc(COC(=O)c3ccc([N+](=O)[O-])o3)o2)cc(OC)c1OC,9,58*,3,/,-1,-7,-7,8
Cc1noc(C)c1S(=O)(=O)Nc1ccc2c(c1)C(=O)N([C@@H](C)CO)C[C@H](C)[C@H](CN(C)CC1CCCCC1)O2,-2,-5,-4,/,-6,4,0[16.7 µM],/
COC(=O)c1cc2ccccc2c(-c2c(OC)c(C(=O)OC)cc3ccccc23)c1OC,/,/,2,6,-5,/,-14,16
CN(C)CCCNc1nc(N)c([N+](=O)[O-])c(NCc2ccccc2)n1,1,-10,5,11,1,-11,-15,4
COCC(=O)Nc1ccc2c(c1)[C@@H]1C[C@@H](CC(=O)NCc3ccc(OC)cc3)O[C@@H](CO)[C@@H]1O2,4,15,6,-9,5,0,4[16.7 µM],-4
COC(=O)c1ccccc1COc1cccn2c(N(C)Cc3cccs3)c(C)nc12,7,7,4,2,5,-64,-2,0
COc1cccc(C(NC(C)=O)c2nc(-c3cccc4cccnc34)cs2)c1 (configuration not stated),-10,5,0,-4,2,-7,1,-14
COc1cc(Br)cc(/C=C/c2ccc3cccc(O)c3n2)c1OC,-2,-5,/,-1,0,21,/,36
O=[N+]([O-])c1cccc(Cl)c1N1CCOCC1,-1,/,0,2,1,/,1,-13
Nc1ccc(Sc2ccccc2)nc1,-5,-2,9,-3,/,-4,/,-12
OC[C@H]1[C@@H](c2ccc(C3=CCCC3)cc2)[C@H]2CN(CCC(F)(F)F)CCCCN21,/,2,-13,/,39,6,-25[16.7 µM],13
CC(C)(C)c1ccc(/C=N/NC(=S)NCc2ccccc2)cc1,7,0,/,4,/,6,/,19
CC(C)(C)NC(=O)C(c1ccccc1)n1c(-c2ccc(-c3ccccc3)cc2)nc2ccccc21 (configuration not stated),-22,-4,/,0,/,-46,/,-36
OC[C@H]1[C@@H](c2ccc(C#CC3(O)CCCC3)cc2)[C@@H]2CN(Cc3ccncc3)CCCCN12,-10,0,5,/,0,-4,-4[16.7 µM],-12
Cc1ccc(CN(Cc2cccnc2)C(=S)Nc2cc(Cl)ccc2C)cc1,8,0,-5,0,-1,11,4,3
Cc1cc(C)c2cc(CN(Cc3ccco3)C(=S)NCC3CCCO3)c(=O)[nH]c2c1 (configuration not stated),23,1,/,9,/,-1,/,12
COc1cc(/C=C2\CCCc3c2nc2ccccc2c3C(=O)O)cc(Cl)c1O,13,/,/,1,2,11,/,16
O=C(c1cccc(S(=O)(=O)Nc2ccc(F)cc2)c1)N1CCC1,6,-15,2,-1,-1,-4,29,11
